PLCb3 inh: blocks human PLC-beta3 enzyme activity; Q01970; Purified PLC-beta3, fluorogenic substrate, fluorescence; inhibition, % at 12.2 µM; 0.18% of 370,000 active; AID 720704; in the data active = inhibition above about 11%;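 also: 0% = median of compound wells on plate and 100% = full blocker control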
DDE Tn7 FP inh: inhibitors of Tn7 peptide binding to human fibrin DD(E). P02675. FP displacement of FITC-Tn7 peptide from fibrin DD(E); 0% = median of compound wells per plate. inhibition, % at 8.3 µM. 0.13% of 370,000 active. AID 720508;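 active = inhibition above the mean of compounds falling within the control limits plus 3 SD of them, cut at about 14% in these data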;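 also: 0% = plate median of compound wells and 100% = 10 µM Aha-Tn7 peptide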
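Also added: labelled Tn7 tracer, 0.1 µM; Assay system: human fibrin DD(E) protein; Amount: 2 µM fibrin DD(E); Schedule: 10 min compound pre-incubation, 3 h probe incubation at room temperature; Repeats: one replicate per compound; Read-out basis: percent inhibition; Measured by: fluorescence polarization of the labelled Tn7 tracer.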
HGIII-sPLA2 inh: Inhibits HGIII-sPLA2 liposome hydrolysis, primary screen; Q9NZ20; QFRET BODIPY PC-A2 liposome hydrolysis, fluorescence; inhibition, % at 12.2 µM; 0.56% of 370,000 active; AID 743126;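 active = inhibition above mean plus 3 SD of compounds lying within the high and low control bounds, cut at about 19% in these data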;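 also: 0% = median of test compound wells and 100% = no enzyme DMSO wells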
Rev-erbA mod: modulates human Rev-erb alpha binding to DNA; P20393; Rev-erbα–FITC-DNA binding, fluorescence polarization, 90 min; activity, % at 10 µM; 0.79% of 370,000 active; AID 1259318;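 active = activity above about 14%, limit read from the data; passing the limit was not always enough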;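 also: 0% = DMSO wells with 35 nM protein and 100% = DMSO wells with 750 nM protein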
Target sequence (P20393 whole entry, looked up): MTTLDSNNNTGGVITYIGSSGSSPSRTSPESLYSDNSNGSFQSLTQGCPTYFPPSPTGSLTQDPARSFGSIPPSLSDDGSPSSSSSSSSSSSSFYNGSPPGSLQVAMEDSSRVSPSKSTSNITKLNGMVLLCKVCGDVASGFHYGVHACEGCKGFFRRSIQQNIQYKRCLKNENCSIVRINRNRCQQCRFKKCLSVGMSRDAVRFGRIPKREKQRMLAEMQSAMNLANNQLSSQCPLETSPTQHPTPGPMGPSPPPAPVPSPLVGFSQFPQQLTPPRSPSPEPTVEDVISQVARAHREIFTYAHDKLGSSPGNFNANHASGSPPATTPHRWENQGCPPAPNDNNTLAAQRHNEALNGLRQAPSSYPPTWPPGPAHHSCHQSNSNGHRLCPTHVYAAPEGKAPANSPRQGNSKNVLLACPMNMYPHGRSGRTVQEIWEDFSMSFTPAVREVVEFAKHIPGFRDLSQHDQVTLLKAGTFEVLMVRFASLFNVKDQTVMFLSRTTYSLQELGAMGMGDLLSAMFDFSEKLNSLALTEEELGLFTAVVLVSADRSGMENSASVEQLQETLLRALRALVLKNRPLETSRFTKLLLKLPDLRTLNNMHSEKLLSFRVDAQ
proKLK7 act: proKLK7 (human) activation, primary screen; P49862; purified proKLK7, EDANS-DABCYL substrate fluorescence; 100% is mature enzyme control, 0% vehicle; activation, % at 7 µM; 0.9% of 370,000 active;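 active = activation above the mean of all tested compounds plus 3 SD, computed per campaign excluding outliers beyond control limits, cut at about 13% in these data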
Target sequence (P49862 whole entry, looked up): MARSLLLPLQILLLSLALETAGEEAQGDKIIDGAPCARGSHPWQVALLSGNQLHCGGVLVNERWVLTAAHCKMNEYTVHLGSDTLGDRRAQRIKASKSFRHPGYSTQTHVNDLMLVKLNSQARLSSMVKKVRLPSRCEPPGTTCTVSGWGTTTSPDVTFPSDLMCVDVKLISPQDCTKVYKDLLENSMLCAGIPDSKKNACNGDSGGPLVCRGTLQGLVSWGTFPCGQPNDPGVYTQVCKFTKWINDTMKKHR
PLCg1 inh: blocks human PLC-gamma1 enzyme activity; purified PLC-gamma1, fluorogenic substrate, fluorescence; P19174; inhibition, % at 12.2 µM; 0.84% of 370,000 active; AID 720700; in the data active = inhibition above about 9.5%
DDE Tn6 FP inh: inhibitors of Tn6 peptide binding to human fibrin DD(E). 0.21% of 370,000 active. AID 720509. inhibition, % at 8.3 µM. Fibrin DD(E) TRITC-Tn6 fluorescence polarization displacement;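 active = inhibition above a per-campaign cutoff: mean of compounds within control limits plus 3 SD, cut at about 15% in these data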;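 also: 0% = median of all compound wells on the plate and 100% = blocking peptide control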
UHRF1 MBD2 ctr: UHRF1 methyl-DNA binding inhibition; UHRF1 binding to methylated oligo, TR-FRET; inhibition, % at 4.4 µM; 0.75% of 370,000 active; AID 687016; in the data active = inhibition above about 21%;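 also: UHRF1 SRA domain binding a hemimethylated CpG hairpin DNA probe; 0% = median of test compound wells and 100% = reference inhibitor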
ARFGAP1 inh: inhibitors of rat ARFGAP1 | 0.26% of 360,000 active | Q62848 | inhibition, % at 16.5 µM | Arfgap1-stimulated ARF1 GTP hydrolysis, GDP FP detection;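 active = inhibition above a per-plate limit, mean inhibition of low control wells plus 3 SD, cut at about 25% in these data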;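 also: 0% = DMSO wells with enzyme and 100% = wells lacking Arfgap1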
Target sequence (Q62848 1-136 limits assumed): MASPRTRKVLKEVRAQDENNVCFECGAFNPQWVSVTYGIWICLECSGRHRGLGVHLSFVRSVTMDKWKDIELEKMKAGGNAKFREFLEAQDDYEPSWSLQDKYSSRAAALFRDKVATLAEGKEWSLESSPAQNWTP
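material = rat Arfgap1 catalytic domain, aa 1-136 | also added = human ARF1(Δ1-17)-GTP substrate | compound dosing = one concentration, 16.5 µM, DMSO 1.26% | times = GTP hydrolysis reaction 2 h at 25 °C | measured by = FP, GDP Alexa 633 tracer displaced from anti-GDP antibody, 620/688 nm | evaluation = percent inhibition of Arfgap1-stimulated GTP hydrolysis | replication = single well per compound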
ASAP1 GAP inh: blocks human ASAP1-stimulated Arf1 GTP hydrolysis; Q9ULH1; GDP FP detection; inhibition, % at 16.5 µM; 0.19% of 360,000 active; in the data active = inhibition above about 25%;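 also: 0% = vehicle with enzyme and substrate and 100% = no enzyme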
* hit, by the source's call.

no.	mol	PLCb3 inh	DDE Tn7 FP inh	HGIII-sPLA2 inh	Rev-erbA mod	proKLK7 act
1	O=C1NC(Cc2ccc(O)cc2)c2nc3ccccc3c(=O)n2-c2cc(Cl)ccc21 (stereo not drawn)	1	-5	-13	5	0.3
2	COc1ccccc1CNC(=O)CCc1cn(C)c2ccccc12	-4	-2	3	-3	0.7
3	COC(=O)c1ccc(C(=O)OC)c(NC(=O)CSCC(=O)O)c1	-18	2	-2	4	-0.3
4	Cc1cccc(Nc2nnc(SCC(=O)NCc3cccs3)s2)c1	-9	2	-3	11	-0.2
5	CC(C)C1N(S(=O)(=O)c2ccccc2)CCN1S(=O)(=O)c1ccccc1	0	6	-9	-5	0.3
6	COc1cc(CNCCSc2nnnn2C)cc(Br)c1OCc1ccccc1	-10	-1	-12	4	0.5
7	Cc1nc2ccc(NC(=O)N(C)c3ccccc3)cc2s1	-2	5	7	-5	-0.7
8	Cc1ccc2nsnc2c1S(=O)(=O)N(Cc1cc2cccc(C)c2[nH]c1=O)CC1CCCO1 (stereo not drawn)	1	-4	2	-4	0.3
9	Cc1ccc(C(=O)N/C(=C\c2ccc(-c3ccccc3[N+](=O)[O-])o2)C(=O)NCCCN2CCOCC2)cc1	-94	4	-13	3	0.0
10	CCOc1ccc(CCNC(=O)COC(=O)c2ccc(S(=O)(=O)N3CCCC3)cc2)cc1OCC	2	-11	-2	-7	-0.2
11	O=C(Nc1ccccc1N1CCCCC1)c1ccc(F)c(S(=O)(=O)N2CCOCC2)c1	-1	-4	-1	4	0.3
12	CCCCNC(=O)c1nc(-c2cccc(C(F)(F)F)c2)oc1-c1ccc(OC(F)(F)F)cc1	-1	2	1	3	-0.3
13	O=C(N[C@H](Cc1ccccc1)C(=O)N1CCN(C(=O)N2CCCCC2)CC1)[C@H]1O[C@@H](n2ccc(=O)[nH]c2=O)[C@H](O)[C@@H]1O	4	-5	5	-4	0.2
14	O=C(CNC(=O)c1ccc(F)cc1)NCc1ccccn1	-10	-2	-4	-7	0.1
15	Cn1c(=O)[nH]c(NCCc2ccc(O)cc2)c([N+](=O)[O-])c1=O	0	-8	-4	2	-0.3

no.	PLCg1 inh	DDE Tn6 FP inh	UHRF1 MBD2 ctr	ARFGAP1 inh	ASAP1 GAP inh
1	-2	1	3	-2	17
2	0	6	0	5	7
3	-12	3	-2	-2	-3
4	-2	7	14	-4	1
5	2	6	1	-9	11
6	2	4	0	-8	4
7	-3	3	5	-11	-12
8	2	4	0	-12	4
9	-67	-2	-7	6	10
10	3	3	2	16	10
11	2	0	-1	1	-3
12	-1	5	-1	-4	11
13	2	9	2	2	-1
14	-8	-1	-1	-2	-5
15	3	-4	2	-1	13

(further entries)
no.	mol	PLCb3 inh	DDE Tn7 FP inh	HGIII-sPLA2 inh	Rev-erbA mod	proKLK7 act
16	COc1ccc(N2C(=O)C(F)(F)C2c2ccccc2F)cc1 (stereo not drawn)	-1	5	0	4	0.8
17	CC1CN(S(=O)(=O)c2ccc(C(=O)Nc3ccc(S(=O)(=O)N4CCOCC4)cc3)cc2)CC(C)O1 (stereo not drawn)	-2	-4	-27	0	0.5
18	Cc1nn(-c2cccc(Cl)c2)nc1C(=O)O	0	0	-1	-4	-0.4
19	O=C(c1ccc(F)cc1F)N1CCCc2ccccc21	-7	2	10	4	0.3
20	NC(CC(=O)O)c1ccc(Br)cc1 (stereo not drawn)	-2	-4	4	5	-0.6
21	COc1ccc(C(=O)NCc2nnc(SCC(=O)N3CCCCC3)o2)cc1	2	4	-2	-1	-0.5
22	COCCOC(=O)C1=C(C)NC(=O)NC1c1cccc2ccccc12 (stereo not drawn)	-2	-3	1	8	0.2
23	CCOC(=O)C1(C#N)C(=O)CSC1=Nc1ccccc1Cl (stereo not drawn)	-29	-2	-20	2	0.2
24	COc1ccc(NC(=O)C2(C)Cc3c(-c4cccc(NC(C)=O)c4)ccnc3O2)cc1 (stereo not drawn)	3	0	-1	12	-0.2
25	CCn1cc(C(=O)N(C)c2cc(C)ccc2OC)c2cc(OC)c(OC)cc2c1=O	-1	-3	1	8	0.0
26	O=C(CCc1nc(-c2ccccc2)no1)NC1CCCCC1	5	0	-6	2	-0.3
27	O=C(CCCn1c(=S)[nH]c2ccccc2c1=O)NCCSCc1ccccc1	-2	-2	1	16	0.0
28	CC1(c2ccccc2)NC(=O)N(CC(=O)Nc2nc(-c3ccccn3)cs2)C1=O (stereo not drawn)	-48	5	-7	0	0.1
29	Cc1ccc(C)c2nc3sc(C(=O)N4CCOCC4)c(N)c3cc12	-301	-5	-3	-2	2.9
30	Cc1ccc(S(=O)(=O)/N=C(/Nc2cccc(O)c2)c2ccccc2)cc1	-5	-5	-36	2	0.1

no.	PLCg1 inh	DDE Tn6 FP inh	UHRF1 MBD2 ctr	ARFGAP1 inh	ASAP1 GAP inh
16	-5	-1	-2	6	18
17	1	-3	-4	17	6
18	0	-1	-3	10	2
19	4	-9	3	12	5
20	2	-1	2	1	-3
21	1	-7	-1	-18	-8
22	5	3	-2	9	2
23	-22	5	-1	-3	3
24	7	5	3	2	2
25	2	-1	0	-14	12
26	4	-9	0	6	8
27	-2	-1	-2	3	-4
28	-46	-6	-4	1	12
29	-256	0	20	0	4
30	-1	-3	-2	5	-10

A different layout for some results above:
item	PLCb3 inh	DDE Tn7 FP inh	HGIII-sPLA2 inh	Rev-erbA mod	proKLK7 act	PLCg1 inh	DDE Tn6 FP inh	UHRF1 MBD2 ctr	ARFGAP1 inh	ASAP1 GAP inh	SMILES
21	2	4	-2	-1	-0.5	1	-7	-1	-18	-8	COc1ccc(C(=O)NCc2nnc(SCC(=O)N3CCCCC3)o2)cc1
22	-2	-3	1	8	0.2	5	3	-2	9	2	COCCOC(=O)C1=C(C)NC(=O)NC1c1cccc2ccccc12 (stereo not drawn)
23	-29	-2	-20	2	0.2	-22	5	-1	-3	3	CCOC(=O)C1(C#N)C(=O)CSC1=Nc1ccccc1Cl (stereo not drawn)
24	3	0	-1	12	-0.2	7	5	3	2	2	COc1ccc(NC(=O)C2(C)Cc3c(-c4cccc(NC(C)=O)c4)ccnc3O2)cc1 (stereo not drawn)

The main list resumes, repeating the 2 entries before the break.
no.	mol	PLCb3 inh	DDE Tn7 FP inh	HGIII-sPLA2 inh	Rev-erbA mod	proKLK7 act
29	Cc1ccc(C)c2nc3sc(C(=O)N4CCOCC4)c(N)c3cc12	-301	-5	-3	-2	2.9
30	Cc1ccc(S(=O)(=O)/N=C(/Nc2cccc(O)c2)c2ccccc2)cc1	-5	-5	-36	2	0.1
31	CCN(CC)c1ccc(NC(=O)C2CC(=O)N(Cc3ccccc3)C2)cc1 (stereo not drawn)	-4	-5	8	1	0.2
32	CCN1C(=O)N[C@@H](c2ccc(Br)cc2)C(C(=O)OC)=C1C	2	4	6	8	0.5
33	COc1ccc(CN(C#N)c2nc(C)cc(C)n2)cc1	-5	8	-1	2	0.4
34	COc1cc(NS(=O)(=O)c2cc3c(cc2C)NC(=O)CO3)cc(OC)c1	-3	6	-13	-1	0.3
35	CCOc1nc(-c2ccccc2)ccc1-c1noc(-c2cccs2)n1	1	-8	9	40*	-0.3
36	Cc1c(NC(=O)C(C)N2CC(C)OC(C)C2)c(=O)n(-c2ccccc2)n1C (stereo not drawn)	2	-4	2	1	-0.2
37	Nc1[nH]n(-c2ccccc2)c(=O)c1N=Nc1ccc2c(c1)OCCO2	-5	-4	2	7	0.5
38	COc1ccc(NC(=O)CSc2nnc(C)n2C2CC2)cc1S(=O)(=O)N1CCOCC1	-1	-9	-7	5	0.4
39	O=C(CCNC(=O)c1ccc(Br)cc1)NNC(=O)c1ccccc1	2	6	-2	2	0.7
40	COc1ccccc1C(=O)OCc1cc(=O)n2ccsc2n1	3	4	-5	-5	0.6
41	COc1ccc(NS(=O)(=O)c2ccc(N/N=C/c3ccc(N4CCOCC4)cc3)c([N+](=O)[O-])c2)cc1	5	0	3	1	-0.3
42	COCCN1C(=O)c2ccccc2C1c1nnnn1C(C)C (stereo not drawn)	5	2	11	-3	0.0
43	COc1ccc(CCNC(=O)C2CCN(C(=O)c3ccc(F)cc3)CC2)cc1OC	-2	-8	10	-4	0.6
44	Cc1cc(=O)[nH]c(SCC(=O)Nc2c(C)n(C)n(-c3ccccc3)c2=O)c1C#N	-2	-1	6	4	0.2
45	CN(C)c1ccc(/C=N/NC(=O)c2ccc3c(c2)OCCO3)cc1	-294	-6	7	-7	0.9

no.	PLCg1 inh	DDE Tn6 FP inh	UHRF1 MBD2 ctr	ARFGAP1 inh	ASAP1 GAP inh
29	-256	0	20	0	4
30	-1	-3	-2	5	-10
31	2	3	-4	-5	-5
32	0	-8	-2	9	11
33	-1	11	1	6	-13
34	1	-5	0	-2	4
35	2	1	-2	-2	3
36	6	-10	0	6	10
37	0	-3	-6	3	9
38	9.8*	-8	3	1	-15
39	4	4	-1	1	7
40	1	5	1	-12	-5
41	9	1	3	12	4
42	0	0	0	3	4
43	8	6	-2	-2	4
44	0	-4	2	-2	1
45	-198	1	0	0	4

Additional results.
no.	mol	PLCb3 inh	DDE Tn7 FP inh	HGIII-sPLA2 inh	Rev-erbA mod	proKLK7 act
46	CCc1nc2ccc(C(=O)N3CCN(c4ccccc4)CC3)cn2c1N(CCC(C)C)CCN(C)C	-5	1	8	0	0.2
47	CCOC(=O)C1CCN(CC(C)(C)NS(=O)(=O)c2ccccc2)CC1	-4	4	-1	-3	0.3
48	O=C(COc1ccccc1)Nc1cccc(-c2nnc(-c3ccccc3)o2)c1	-5	-3	-6	-3	0.7
49	CC(=O)N/N=C(/C)c1ccc(NC(=O)c2csc(C)c2C)cc1	-6	7	1	-3	-0.2
50	CCC(=O)Nc1cc2c(cc1C(C)=O)OCCO2	-145	0	4	10	0.5
51	CCc1cccc(C)c1NC(=O)CSc1nc2ccncc2[nH]1	-8	-1	-26	0	-0.1
52	O=C(NCc1ccc(Cl)cc1)c1cccc(NC(=O)c2ccccc2)c1	3	3	-25	6	0.5
53	O=C(Nc1cc(Cl)cc(Cl)c1)N1CCCN(Cc2ccccc2)CC1	-4	1	2	9	0.3
54	O=C(Nc1nnc(-c2ccc(F)cc2)s1)Nc1ccccc1F	-3	-9	-5	-3	0.0

no.	PLCg1 inh	DDE Tn6 FP inh	UHRF1 MBD2 ctr	ARFGAP1 inh	ASAP1 GAP inh
46	-2	1	2	2	-3
47	-1	-1	-1	-2	5
48	1	-6	1	12	6
49	0	-3	-1	-5	10
50	-120	0	0	-17	-1
51	2	-11	4	3	-10
52	1	2	0	5	-2
53	7	-3	5	4	7
54	0	7	-1	1	-2

High-throughput results (PubChem)

Rows were taken by chance; overall some 4.5% were active at least once.
